# High-throughput results as filed in PubChem.
# KDM5B inhibitor: Primary screen for KDM5B Histone Demethylases FDH-coupled qHTS. KDM5B demethylase, FDH-coupled NADH fluorescence (FDH is formaldehyde dehydrogenase). AID 1347165, 2019. Potency, µM (highest dose often 57.7 µM), for the others: at the top dose activity change, negative = inhibition, usual class: inhibitors. Lysine-specific demethylase 5B (Homo sapiens), Q9UGL1. 220,000 compounds, 2.6% hits; active means well fitted inhibition curve with a large enough effect; inconclusive means small, poorly fitted or top-dose-only effect; inactive means no such curve, though single readings can be large or run the other way; further: 0% is about no effect; nearly all actives have a fitted effect of over 70% in size
# Target sequence (Q9UGL1 whole entry, looked up): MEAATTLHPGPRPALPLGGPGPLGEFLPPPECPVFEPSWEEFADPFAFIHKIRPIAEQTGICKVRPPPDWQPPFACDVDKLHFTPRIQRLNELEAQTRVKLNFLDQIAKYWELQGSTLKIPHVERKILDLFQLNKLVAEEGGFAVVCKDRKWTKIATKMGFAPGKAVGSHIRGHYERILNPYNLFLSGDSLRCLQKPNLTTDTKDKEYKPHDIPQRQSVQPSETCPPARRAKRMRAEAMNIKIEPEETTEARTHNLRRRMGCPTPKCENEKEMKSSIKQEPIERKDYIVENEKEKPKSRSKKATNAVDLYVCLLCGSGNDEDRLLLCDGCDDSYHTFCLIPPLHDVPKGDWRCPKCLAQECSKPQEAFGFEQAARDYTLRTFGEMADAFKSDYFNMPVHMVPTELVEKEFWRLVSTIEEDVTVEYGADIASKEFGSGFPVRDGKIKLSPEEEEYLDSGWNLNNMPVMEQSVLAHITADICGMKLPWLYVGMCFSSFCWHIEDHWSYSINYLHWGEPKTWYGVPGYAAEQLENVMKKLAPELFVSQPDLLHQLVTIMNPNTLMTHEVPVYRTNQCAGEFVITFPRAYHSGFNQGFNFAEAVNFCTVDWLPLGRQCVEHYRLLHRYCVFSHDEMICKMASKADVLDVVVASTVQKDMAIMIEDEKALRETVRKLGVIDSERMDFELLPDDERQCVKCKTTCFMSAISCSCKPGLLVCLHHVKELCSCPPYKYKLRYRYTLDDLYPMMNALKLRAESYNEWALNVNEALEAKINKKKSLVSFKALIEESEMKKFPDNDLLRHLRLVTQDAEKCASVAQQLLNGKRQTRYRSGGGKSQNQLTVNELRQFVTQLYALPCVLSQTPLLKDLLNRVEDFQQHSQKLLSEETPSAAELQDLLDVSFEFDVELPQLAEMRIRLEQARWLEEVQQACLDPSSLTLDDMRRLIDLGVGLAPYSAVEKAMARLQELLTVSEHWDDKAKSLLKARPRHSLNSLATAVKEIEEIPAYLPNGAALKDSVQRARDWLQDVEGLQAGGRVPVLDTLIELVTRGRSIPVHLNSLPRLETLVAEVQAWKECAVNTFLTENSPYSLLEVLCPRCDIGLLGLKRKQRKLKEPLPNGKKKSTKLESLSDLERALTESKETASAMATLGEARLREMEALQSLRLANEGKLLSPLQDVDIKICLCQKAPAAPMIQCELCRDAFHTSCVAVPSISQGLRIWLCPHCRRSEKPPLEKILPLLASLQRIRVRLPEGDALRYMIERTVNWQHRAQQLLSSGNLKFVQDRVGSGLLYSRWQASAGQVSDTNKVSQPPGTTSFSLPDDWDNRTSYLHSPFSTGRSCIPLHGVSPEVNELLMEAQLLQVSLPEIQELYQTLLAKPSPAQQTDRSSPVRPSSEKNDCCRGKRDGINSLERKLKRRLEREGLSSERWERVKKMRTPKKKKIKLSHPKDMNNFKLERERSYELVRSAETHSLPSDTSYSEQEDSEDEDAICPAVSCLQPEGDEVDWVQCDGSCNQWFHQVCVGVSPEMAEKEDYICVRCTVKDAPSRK
#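 KDM5BΔAP (200 nM final) in 50 mM HEPES pH 7.5, 0.01% Tween-20 was preincubated 10 min at RT with compound over a concentration range. Substrate mix (H3K4me3 12.5 µM, α-KG 25 µM, Fe²⁺, ascorbate, NAD⁺, FDH) was added, and NADH fluorescence change over 30 min gave dose-response curves.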
# * marks the source's active call; other numbers are inactive results; ? = inconclusive; & = joins results of further samples; [ ] = dose if it differs, or a comment. Potency means the concentration at half of the fitted maximal effect. Not all compounds are listed; count on the stated rates, not on these rows.
SMILES,KDM5B inhibitor
CCOc1ccc(OCCn2c(CN3CCOCC3)nc3scc(-c4cccs4)c3c2=O)cc1,?
COC(=O)Nc1cc(C(=O)OC)cc(C(=O)OC)c1,-21%
Cc1cccc(-n2nc(-c3c(C)nc4scc(CC(=O)NCCc5ccccc5)n4c3=O)cc2C)c1,?
COCCN1CC(C(=O)N2CCC(O)(c3ccc(F)cc3)CC2)CCC1=O (centres undefined),23%
CC(=O)N1CCc2cc(Br)cc(S(=O)(=O)N3CCN(c4cccc(C)c4)C(C)C3)c21 (centres undefined),?
CCc1ccc(CNC(=O)Cn2nc(C)c3sc(C(C)C)nc3c2=O)cc1,3%
COC(=O)CNC(=O)c1cc(-c2cnccc2Cl)c2cccn2n1,-16%[149 µM]
COc1ccc(CN2C(=O)COC[C@H]2C(=O)Nc2ccc(C(C)C)cc2)c(OC)c1,?
O=C(c1ccc(F)cc1)N1CC[C@H](c2nc3ccc(F)cc3[nH]2)C1,-6%[86.2 µM]
Cn1nc(-c2ccc(N3CCCCC3)c([N+](=O)[O-])c2)c2ccccc2c1=O,8%
O=C(NCc1nnc2n1C(C(=O)NCc1ccc(F)cc1)CC2)C1CC1 (centres undefined),-5%[115 µM]
Cc1cccc(N2CCN(S(=O)(=O)c3nnc(NC(=O)c4ccc(Cl)cc4)s3)CC2)c1,-7%
COc1cccc(C(=O)Nc2cccc(-c3nnc4n3CCCC4)c2)c1,6%
COc1ccc(-c2cccc(NS(=O)(=O)c3cc(C)c(Cl)cc3C)c2)nn1,-24%
CCc1ccc(Oc2c(C(F)(F)F)oc3c(CN4CCCC(C)C4)c(O)ccc3c2=O)cc1 (centres undefined),-12%
CC(CN1CCOCC1)NS(=O)(=O)c1ccc(F)c(Cl)c1 (centres undefined),-19%
O=C(O)c1ccccc1C(=O)NCCc1c(C(=O)O)[nH]c2ccc(Cl)cc12,17%
Cc1c(C)c2cc(Cl)c(OCC(=O)NCCN3CCOCC3)cc2oc1=O,?
Cc1cc(F)ccc1NC(=O)CN1C(=O)CCc2cc(S(=O)(=O)N3CCOCC3)ccc21,13%
Cc1ccc(C)c(Cn2c(-c3ccc(F)cc3)nc(C)c(CCO)c2=O)c1,-10%
Cc1ccccc1NC(=O)COC(=O)COc1ccccc1,9%
CCc1cc(=O)oc2c(C)c(OC(C)C(=O)NCc3cccnc3)ccc12 (centres undefined),?
CCNC(=O)N1CC(C(=O)NCc2cccc(F)c2)CC(c2ccc(F)c(C)c2)C1 (centres undefined),-4%
CN1CCC(Cc2ccc(C(=O)O)cc2)CC1,-8%
CCCNc1c(NC(=O)Nc2ccccc2Cl)c(=O)oc2ccccc12,27%
COc1ccc(-c2cc3nc4c(c(=O)n3[nH]2)CN(C(=O)CCCc2nc3ccccc3s2)CC4)cc1,32µM*
Cc1ccc(NC(=O)c2cc(-c3ccc4c(c3)OCO4)on2)cc1,?
CCCNc1c(NC(=O)Cc2ccc(OC)c(OC)c2)c(=O)oc2ccccc12,-7%
CCOC(=O)C(O)(c1c(C)[nH]c2ccccc12)C(F)(F)F (centres undefined),-17%
CC1=C(C(=O)Nc2ccc(C)cc2)C(c2ccc(Br)cc2)NC(=S)N1 (centres undefined),-29%
O=C(CC(=O)c1ccccc1F)c1ccccc1F,5%
COc1cccc2c1OCC(CNC(=O)c1sc(C)nc1C)C2 (centres undefined),24%
COc1cc2c(cc1OC)C(c1cc(OC)c(O)c(OC)c1)CC(=O)N2 (centres undefined),-2%
Cc1ccc(C(C)NC(=O)c2cccnc2)c(C)c1 (centres undefined),-1%
Cc1ccccc1C(=O)Nc1sc2c(c1C(=O)N1CCN(C)CC1)CCCC2,9%
COc1ccc(OC)c(NC(=O)Cn2ccn3nc4c(c3c2=O)CCCCC4)c1,-25%
CC(C)CCNc1sc(S(C)(=O)=O)nc1S(=O)(=O)c1ccc(Cl)cc1,15%
CO[C@@H]1COCC[C@H]1NC(=O)CN(c1ccc(C)cc1)S(C)(=O)=O,6%
O=C(Nc1cccc(C(=O)OCc2cc(=O)n3c4c(sc3n2)CCCC4)c1)c1ccccc1,-8%
Cc1cc(C)c2c(=O)cc(C(=O)Nc3nc4ccc(F)cc4s3)oc2c1,5%
COc1ccccc1C1C=C(C(=O)O)Nc2c(C(=O)Nc3ccc(C)cc3)cnn21 (centres undefined),-9%
Cc1nonc1CN(C)C(=O)C1CCCN(C2CCN(C(=O)C3CC3)CC2)C1 (centres undefined),12%
COc1ccc(C2Cn3nnc(-c4nc(-c5ccccc5Br)no4)c3CO2)cc1 (centres undefined),-31%
COc1ccc(NC(=O)COCc2cc(-c3cccs3)on2)cc1,?
O=C(CSc1nc2ccccc2o1)N1CCN(CC(=O)N2CCCC2)CC1,-4%
CCOc1cc(COC(=O)c2cccc(S(=O)(=O)N3CCOCC3)c2)ccc1OC(F)F,-6%
CCN(Cc1cn(CC2CCCCC2)nn1)S(=O)(=O)c1ccccc1Br,18%
Cc1ccc(C(=O)CC2(O)C(=O)N(CN3CCN(C)CC3)c3ccccc32)s1 (centres undefined),2%
COc1ccc(N2C(=O)C3(CCCCC3)C2C(=O)NCCc2ccncc2)cc1 (centres undefined),-8%
CC(=O)Nc1cccc(-c2csc(Nc3ccc(O)cc3C)n2)c1,-20%
Cc1ccc2nc(-c3ccco3)cc(C(=O)O)c2c1,?
COc1ccc(CN2C=C(C(=O)OCc3noc(C4CCCC4)n3)C(C)=NS2(=O)=O)cc1,-30%
CN(C)C(=O)c1ccc(OC2CCN(C(=O)c3ccc(F)cc3)CC2)nc1,29%
Cc1ccc(C(=O)Nc2ccccc2)cc1S(=O)(=O)Nc1ccc(Br)cc1,-15%
CCOc1ccccc1N1CC(c2nc3ccccc3n2CCOc2ccc(C(C)(C)C)cc2)CC1=O (centres undefined),-1%
N#C/C(=C/c1ccc(OC(F)F)cc1)C(=O)Nc1cccc(C(F)(F)F)c1,-24%
COC(=O)c1cc(CN2CCCC(O)(CN(C)C)C2)ccc1O (centres undefined),?
CCc1sc(C(=O)OCc2ccc(C#N)cc2)cc1C,14%
CC(C)(C)C(=O)NCCc1nc2ccccc2n1CCCCOc1ccccc1,6%
CC(NCc1ccccc1)C(=O)C12CC3CC(CC(C3)C1)C2 (centres undefined),16%

# Next records:
SMILES,KDM5B inhibitor
O=C(CCNC(=O)c1ccc([N+](=O)[O-])cc1)Nc1ccccc1N1CCCC1,-3%
COCC(=O)Nc1ccc([C@H]2OCC(=O)N(Cc3scnc3C)[C@@H]2CO)cc1,-14%[86.2 µM]
O=C(CC1CCCN(c2cn[nH]c(=O)c2)C1)NCc1cc(F)cc(F)c1 (centres undefined),19%
CN(Cc1ccco1)C(=O)c1ccc(-c2ccc(N3CCCCCC3)nc2)cc1,28µM*
CC(C)c1nc(CN(C)C(=O)C2CCC(=O)N(C3CCCC3)C2)cs1 (centres undefined),-9%
CCOc1ccc(NC(=O)CC2C(=O)N(c3ccc(OC)cc3)C(=O)N2C2CCCCC2)cc1 (centres undefined),-9%
O=C(Nc1cccc(S(=O)(=O)Nc2ccccc2F)c1)c1cncn1-c1ccccc1,12%
NS(=O)(=O)c1ccc(N/N=C/c2ccc[nH]2)c([N+](=O)[O-])c1,-1%
Cc1nc(-c2ccccc2)n(Cc2cccc(C(F)(F)F)c2)c(=O)c1CCO,-5%
Cc1ccc(S(=O)(=O)N2CCN(C(=O)c3cc4ccccc4oc3=O)CC2)cc1,18%
Cn1nc(CC(=O)N2CCOCC2)c2ccccc2c1=O,1%
Cc1ccc(C)c(N2CCN(C(=O)C3CCCN(S(=O)(=O)c4cccc5nonc45)C3)CC2)c1 (centres undefined),-23%
COCCNC(=O)[C@@H]1C[C@H](Oc2cccnc2)CN1C(=O)COc1ccccc1,-3%
Cc1ccc(Sc2cc(C)nc(-c3ccccn3)n2)cc1,34%
COc1ccc(C(=O)N2CC(C(=O)NC3CCCCC3)C3(CCOCC3)C2)cc1 (centres undefined),10%
COc1ccc(C(=O)N[C@@H]2CCC[C@@H]2C(=O)N2CCN(C(C)C)CC2)cn1,6%
CCCc1cc(=O)[nH]c(SCC(=O)N2CCc3ccccc3C2)n1,-27%
O=C(c1cccc(Cl)c1)N1CCCC(c2nn(-c3cccc(Cl)c3)c(=O)[nH]2)C1 (centres undefined),-10%
CC(C)(N)CN1CCOCC1,13%[460 µM]
CCc1csc(CNC(=O)c2ccc(OCC3(C)CCCNC3)nc2)n1 (centres undefined),-3%

# 15 entries from above in another layout:
Molecule	KDM5B inhibitor
CC(=O)Nc1cccc(-c2csc(Nc3ccc(O)cc3C)n2)c1	-20%
Cc1ccc2nc(-c3ccco3)cc(C(=O)O)c2c1	?
COc1ccc(CN2C=C(C(=O)OCc3noc(C4CCCC4)n3)C(C)=NS2(=O)=O)cc1	-30%
CN(C)C(=O)c1ccc(OC2CCN(C(=O)c3ccc(F)cc3)CC2)nc1	29%
Cc1ccc(C(=O)Nc2ccccc2)cc1S(=O)(=O)Nc1ccc(Br)cc1	-15%
CCOc1ccccc1N1CC(c2nc3ccccc3n2CCOc2ccc(C(C)(C)C)cc2)CC1=O (centres undefined)	-1%
N#C/C(=C/c1ccc(OC(F)F)cc1)C(=O)Nc1cccc(C(F)(F)F)c1	-24%
COC(=O)c1cc(CN2CCCC(O)(CN(C)C)C2)ccc1O (centres undefined)	?
CCc1sc(C(=O)OCc2ccc(C#N)cc2)cc1C	14%
CC(C)(C)C(=O)NCCc1nc2ccccc2n1CCCCOc1ccccc1	6%
CC(NCc1ccccc1)C(=O)C12CC3CC(CC(C3)C1)C2 (centres undefined)	16%
O=C(CCNC(=O)c1ccc([N+](=O)[O-])cc1)Nc1ccccc1N1CCCC1	-3%
COCC(=O)Nc1ccc([C@H]2OCC(=O)N(Cc3scnc3C)[C@@H]2CO)cc1	-14%[86.2 µM]
O=C(CC1CCCN(c2cn[nH]c(=O)c2)C1)NCc1cc(F)cc(F)c1 (centres undefined)	19%
CN(Cc1ccco1)C(=O)c1ccc(-c2ccc(N3CCCCCC3)nc2)cc1	28µM*

# Later entries:
SMILES,KDM5B inhibitor
O=C(Cn1c(=O)c2sccc2n(CC(=O)Nc2ccc(Cl)cc2Cl)c1=O)NCCc1ccccc1,13%
CC(=O)Nc1ccc(S(=O)(=O)N[C@H]2C[C@@H](c3nc(C)no3)N(C)C2)cc1,5%[86.2 µM]
Cc1ccccc1Cn1c(-c2cccs2)nc2ccccc21,?
COc1cc2c(cc1NS(C)(=O)=O)C(c1cccc3nsnc13)CC(=O)N2 (centres undefined),-17%
CCc1nnc(NC(=O)COc2ccccc2[N+](=O)[O-])s1,0%
Cc1cnc(C(=O)N2CCCCCC2CN2CCCC2)cn1 (centres undefined),-14%
Cc1ccc(CN2CCc3nc(N4CCOCC4)[nH]c(=O)c3CC2)cc1C,3%
COCCC1(NC(=O)C2CC2)CCN(C(=O)C2CC2)CC1,-10%
Cc1cccc(OCCc2noc(C3CCN(C(=O)NCc4ccccc4)C3)n2)c1 (centres undefined),20%
CC(C)C(=O)NCC(c1ccc2c(c1)OCO2)N1CCN(c2ccccc2F)CC1 (centres undefined),-14%
COc1ccc(-c2ccccc2)cc1N1C(=O)[C@@H]2C[C@H]1CN2C(=O)[C@H](N)C(C)C,-29%
COc1ccc(C2CC(=O)c3cnc4c(-c5ccccc5)c(C)nn4c3C2)cc1OC (centres undefined),16%&2%
C=CCN(Cc1ccccc1OC)C(=O)c1cnc2ccccn12,26%
O=C1OCC2(CCN([S+](=O)([O-])c3ccccc3F)C2)N1CCN1CCOCC1 (centres undefined),-15%[86.2 µM]
CS(=O)(=O)N1CCCN(C(=O)C2CC2)c2ccccc21,16%
CCCCC(=O)Nc1cc(C)c(O)c(-c2nc3ncccc3o2)c1,4%
O=C(C1=C(O)C(=O)N(c2nncs2)C1c1ccc(F)cc1)c1cccs1 (centres undefined),-21%
CCOCCc1nn2c(=O)cc(COC(=O)Cc3ccccc3)nc2s1,-13%
CC(C)c1ccc(NC(=O)COC(=O)c2cc(=O)[nH]c3ccccc23)cc1,-5%
CCN1CCN(CCN2CC3(CCN(C(=O)[C@H](C)NC)CC3)OC2=O)CC1,-23%
CCc1cccc(C)c1NC(=O)CCS(=O)(=O)c1cc(Br)cc2c1N(C(=O)C1CC1)CC2,?
CCOC(=O)c1c(NC(=O)C2c3ccccc3Oc3ccccc32)sc(C)c1C,?
CN(C)c1ccc(C(=O)N2CCC3(CC2)NC(=O)N(c2cccc(F)c2)N3)cc1,15%
Cn1cnc(C(=O)NCC(=O)N2CCCCCNC(=O)CC2c2ccccc2)c1 (centres undefined),27%
Cc1nnc2c3cnn(-c4ccccc4)c3ncn12,-13%
CNC(=O)c1cccc(-c2ccccc2COc2ccc(CCOC)cc2)n1,-16%
COc1ccc(CN2CCOC[C@H]2c2ncc(C(C)(C)C)[nH]2)cc1,14%[86.2 µM]
C=CCOc1cccc(/C=N/NC(=O)C(C)O)c1 (centres undefined),-10%
CCC(=O)N1CC(C(=O)N2CCCCC2)[C@H](c2ccncc2)C1 (some centres undefined),-16%
O=C(NC1(C(F)(F)F)C(=O)Nc2c1c(=O)[nH]c(=O)n2Cc1ccco1)c1cccnc1 (centres undefined),2%
CCc1nc(Nc2cc(OC)ccc2OC)c2oc3ccccc3c2n1,?
CCC(Sc1nc2n[nH]c(C)c2c(=N)n1-c1ccccc1Cl)C(=O)N(CC)CC (centres undefined),-18%
